Screening results as filed in PubChem BioAssay.
tuberculosis growth: growth inhibition of non-replicating M. tuberculosis (AID 488890) | Mycobacterium tuberculosis non-replicating, growth inhibition; higher % means a stronger effect | inhibition, % at 25 µM, or IC50 in µM where a hit was titrated | hit rate 0.39% among 320,000; in the data active = a potency from the dose series; inconclusive = inhibition mostly from about 82% at the one dose, without a potency; inactive = the rest, 99 in 100 with inhibition below about 76%;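 also: plate controls were DMSO cells for no effect and high antibiotic wells for full effect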
Salmonella PhoP GFP: PhoP regulon inhibitors, Salmonella typhi PhoP promoter GFP reporter, confirmatory (AID 1850). Salmonella Typhi PhoP-promoter GFP reporter, fluorescence, 4 h; higher % means a stronger effect. one-dose inhibition, % at 50 µM; IC50 in µM for titrated hits. hit rate 0.33% among 310,000; in the data active = a potency from the dose series; inconclusive = inhibition mostly from about 25% at the one dose, without a potency; inactive = the rest, 99 in 100 with inhibition below about 19%;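 also: 0% = induced wells with vehicle and 100% = uninduced wells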
H37Rv inhibition: M. tuberculosis growth inhibition, HTS (AID 449762) | M. tuberculosis H37Rv growth inhibition, 7H9 media; higher % means a stronger effect | inhibition, % at 25 µM; hits with a dose series show IC50 in µM | hit rate 0.59% among 330,000; in the data active = a potency from the dose series; inconclusive = inhibition above about 70% without an active follow-up result;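 also: bacterial growth assessed after seven days of incubation; strong numbers were not always called active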
VEEV TC-83 Vero: inhibitors of VEEV TC-83 cytopathic effect, confirmation, Vero cells (AID 588727); one-dose inhibition, % at 20 µM; IC50 in µM for titrated hits; hit rate 0.13% among 350,000; Vero cells, VEEV TC-83 cytopathic effect inhibition; higher % means a stronger effect; in the data active = a potency from the dose series; inconclusive = inhibition mostly from about 14% at the one dose, without a potency; inactive = the rest, 99 in 100 with inhibition below about 12%; also: strong numbers were not always called active
influenza NS1A: H1N1 influenza NS1A inhibitors, functional cell based assay (AID 504329) | inhibition, % at 12.5 µM; hits with a dose series show IC50 in µM | NS1A functional cell-based assay, percent inhibition; higher % means a stronger effect | hit rate 0.3% among 340,000; in the data active = a potency from the dose series; inconclusive = inhibition above about 27% without an active follow-up result; also: strong numbers were not always called active
VEEV TC-83 Vero 10K pilot screen: recorded beside VEEV TC-83 Vero, whose call it bears; inhibition, %; measured here: 10K pilot screen inhibition
Active calls of the source: *; i = inactive; ? = inconclusive; nt = no result given.

SMILES	tuberculosis growth	Salmonella PhoP GFP	H37Rv inhibition	VEEV TC-83 Vero	influenza NS1A	others
O=C(Nc1ccccc1Cl)N1CCN(C/C=C/c2ccccc2)CC1	36%	-7%	1%	i	-2%
Cc1ccc2c(c1)C1(OCCCO1)C(=O)N2CC(=O)NN	-10%	11%	13%	0.0%	nt
COc1ccc(CNC(=O)c2c(C)nc3ccccn23)cc1	31%	2%	24%	0.7%	-2%
Cc1ccc2nc(CNC(=O)C3CCC(=O)N(Cc4ccccc4F)C3)cn2c1 (stereo not given)	-6%	-10%	-1%	5.6%	18%
O=c1c(C(c2ccc(F)cc2)c2c(O)nc3n(c2=O)CCS3)c(O)nc2n1CCS2	-25%	5%	-5%	1.0%	-6%
C[C@@H]1C(c2ccccc2)=NN(c2ccccc2)[C@H]1C(=O)N1CCOC1=O	nt	nt	nt	1.9%	-43%
COc1ccc(COc2ccc3c(C)cc(=O)oc3c2)cc1	53%	-6%	2%	i	-1%
COC(=O)c1ccccc1NC(=O)C1CCN(C(=O)c2ccc(OC)cc2)CC1	2%	-3%	1%	2.2%	-1%
O=S(=O)(c1ccccc1)N1CCN(c2ncnc3sc(-c4ccccc4)cc23)CC1	nt	-3%	nt	7.4%	-11%
Cc1cc(C(C)(C)C)n2nc(C)c(-c3ccccc3)c2n1	9%	5%	2%	0.5%	-11%
COc1ccc(C)cc1S(=O)(=O)N1CCN(S(=O)(=O)c2cc(C(=O)O)ccc2C)CC1	19%	-4%	-3%	0.4%	21%
CCOc1ccccc1N(C)C(=O)Cn1ncc2c([nH]c3ccc(C)cc32)c1=O	14%	-15%	2%	11%	-1%
O=C(NCc1cccs1)C1CCN(S(=O)(=O)c2ccc(Br)s2)CC1	-8%	-1%	3%	1.4%	5%
O=C(c1ccc2c3c(cccc13)CC2)C1CCCN(Cc2ncc[nH]2)C1 (stereo not given)	25%	28%	0%	2.4%	-14%
O=C(NCCc1ccccc1)c1nc2c(nnn2Cc2ccccc2Cl)c(=O)[nH]1	?	-9%	0%	i	20%

In the list so far, five have a halogen:
SMILES	tuberculosis growth	Salmonella PhoP GFP	H37Rv inhibition	VEEV TC-83 Vero	influenza NS1A	others
O=C(Nc1ccccc1Cl)N1CCN(C/C=C/c2ccccc2)CC1	36%	-7%	1%	i	-2%
Cc1ccc2nc(CNC(=O)C3CCC(=O)N(Cc4ccccc4F)C3)cn2c1 (stereo not given)	-6%	-10%	-1%	5.6%	18%
O=c1c(C(c2ccc(F)cc2)c2c(O)nc3n(c2=O)CCS3)c(O)nc2n1CCS2	-25%	5%	-5%	1.0%	-6%
O=C(NCc1cccs1)C1CCN(S(=O)(=O)c2ccc(Br)s2)CC1	-8%	-1%	3%	1.4%	5%
O=C(NCCc1ccccc1)c1nc2c(nnn2Cc2ccccc2Cl)c(=O)[nH]1	?	-9%	0%	i	20%

The list goes on.
SMILES	tuberculosis growth	Salmonella PhoP GFP	H37Rv inhibition	VEEV TC-83 Vero	influenza NS1A	others
Cc1cc(NC(=O)CN2CCN(C)CC2)no1	-4%	-6%	-8%	2.1%	-6%
O=C(NCc1ccco1)c1n[nH]c(=O)c2ccccc12	-1%	-1%	4%	1.4%	26%
CCc1ccccc1NC(=O)CN(C)C(=O)COC(=O)c1c(Cl)cccc1Cl	nt	nt	nt	0.8%	1%
Cc1cc(C(=O)CCC(=O)Nc2ncccc2O)c(C)s1	7%	-6%	9%	3.1%	-4%
COc1ccc(CCNC(=O)c2c(C)nn(CC(C)C)c2Cl)cc1OC	7%	-4%	-1%	0.7%	-3%
COc1ccc(CCCc2nnc(SCC(=O)Nc3nccs3)n2C)cc1C	16%	1%	-4%	1.5%	9%
Cc1ccc2c(=O)c(CN3CCCCCC3)c(C)[nH]c2c1C	32%	10%	1%	i	-2%
Clc1ccccc1CN(Cc1ccccc1)C(c1cccs1)c1nnnn1C1CCCC1 (stereo not given)	60%	0%	1%	i	-4%
COc1ccc(C(=O)NCC2CCCCC2)cc1S(=O)(=O)N1CCOCC1	11%	nt	-6%	4.7%	-19%
CCOC(=O)N1CCC(N2Cc3cccc(C(=O)Nc4cc(F)ccc4F)c3C2=O)CC1	0%	1%	-1%	3.0%	0%	VEEV TC-83 Vero 10K pilot screen=1.0
Cn1ncc([N+](=O)[O-])c1C(=O)Nc1ccccc1C(=O)O	44%	2%	19%	2.9%	-7%
Nc1ccc(Oc2ccccc2F)nc1	46%	-2%	?	1.6%	-1%
C[C@H](NC(=O)C1CCN(C(=O)[C@H](Cc2ccccc2)NC(=O)OC(C)(C)C)CC1)C(=O)O	5%	-7%	14%	0.3%	-19%
CC(C)Cc1ccc(C(C)C(=O)Nc2ccc(O)cc2)cc1 (stereo not given)	48%	-3%	-3%	i	5%
Cc1ccc2c(c1)N(C(=O)CCC(=O)N1CCc3ccccc3C1)CCO2	11%	-14%	-1%	8.5%	-18%
CC(C)Nc1nc(NC(C)C)nc(N(C)N)n1	66%	1%	5.8µM*	5.2%	15%
COc1cccc(C(C(=O)NC2CCCCC2)N(CC2CCCO2)C(=O)CNC(=O)c2ccco2)c1 (stereo not given)	47%	-6%	-9%	0.6%	5%
COc1ccc(/C=N/NC(=O)C(N)=O)c(OC)c1OC	-7%	-4%	-2%	2.2%	-1%
CCCCCN(C(=O)CCC(=O)OCC(=O)N1CCCCC1)c1c(N)n(CCCC)c(=O)[nH]c1=O	-13%	-4%	-17%	3.1%	-6%
COc1ccc2ccccc2c1/C=N/NC(=O)c1nnn(-c2nonc2N)c1CN(C)C	1%	2%	-8%	0.6%	3%
CC(CNS(=O)(=O)c1ccccc1)(c1ccccc1)N1CCCCC1 (stereo not given)	2%	0%	5%	i	-13%
NC(=O)C1CCN(C2CC(=O)N(Cc3ccc(N4CCCC4=O)cc3)C2=O)CC1 (stereo not given)	46%	-7%	-7%	3.6%	-3%
COC(=O)c1ccc(NC(=O)CSc2nc3ccccc3c(=O)[nH]2)cc1	10%	5%	11%	i	1%	VEEV TC-83 Vero 10K pilot screen=2.9
NC(=O)C1CCN(C(=O)c2ccc([N+](=O)[O-])cc2NC(=O)c2cccs2)CC1	-1%	12%	1%	0.7%	7%
COc1cccc(OC)c1C(=O)NC(=O)Nc1c(C)cccc1C	30%	-12%	2%	1.2%	-7%
CCOC(=O)C1=C(N)Oc2c(oc(CO)cc2=O)C1c1ccc(F)cc1 (stereo not given)	3%	3%	-8%	8.9%	-11%
Cc1cccc(NC(=O)C2=C(O)c3ccccc3N(C)S2(=O)=O)c1	39%	-3%	-4%	7.3%	0%
CCOC(=O)c1c(NC(=S)NC(=O)c2ccco2)sc2c1CCCC2	28%	-13%	-10%	1.7%	-8%
C[C@H](C(=O)C=[N+]=[N-])N1C(=O)c2ccccc2C1=O	-4%	-12%	1%	nt	nt
CCC(=O)c1ccc(OCC(=O)NCC2(N3CCCCC3)CCCCC2)cc1	3%	4%	-1%	i	-6%
COc1ccc(NC(=O)C2CC(=O)N/C(=N/N=C/c3ccccc3)S2)cc1 (stereo not given)	1%	2%	13%	1.1%	1%
Cc1c(NC(=O)CN2C(=O)c3ccccc3S2(=O)=O)c(=O)n(-c2ccccc2)n1C	-10%	4%	-5%	0.1%	-3%
O=C(Nc1cccc(C(=O)O)c1)/C(=C\c1ccco1)NC(=O)c1ccccc1	-12%	3%	-3%	i	8%
Cc1ccc(N(CC(=O)Nc2ccc(C)cn2)S(=O)(=O)c2c(C)nn(C)c2C)cc1	-6%	-1%	-4%	0.1%	-8%
CCN1C(Nc2ccccc2)=NC[C@@H]1C	3%	2%	-2%	0.3%	-12%
Cc1cccc(C(=O)Nc2sc(C)c(-c3ccccc3)c2C#N)c1	-11%	9%	5%	3.7%	1%
O=C(O)/C=C/C(=O)N1CCN(Cc2ccc3c(c2)OCO3)CC1	-21%	4%	-4%	0.6%	-9%
NS(=O)(=O)c1ccc(S(=O)(=O)N(Cc2ccccc2F)CC2CCCO2)cc1 (stereo not given)	11%	9%	2%	0.7%	-3%
CC1CCN(C(=O)CN(Cc2ccccc2)S(C)(=O)=O)CC1	5%	-1%	2%	i	-7%
COc1cc(CC(=O)OCn2nnc3ccccc3c2=O)cc(OC)c1OC	33%	6%	-1%	0.8%	8%
Cc1ccn2c(c1)nc(=O)c1cc(S(=O)(=O)N3CCCCC3)ccc12	8%	9%	1%	i	9%
CCN(CC)S(=O)(=O)c1ccc2oc(C(=O)Nc3ccc(OC)cc3OC)c(C)c2c1	-2%	-9%	-3%	4.0%	10%
COC(=O)C1=C(C)NC2=C(C(=O)CCC2)C1c1cccc(C)n1 (stereo not given)	10%	0%	-12%	1.0%	-1%
COc1ccc(NC(=O)c2cccnc2SC)cc1OC	0%	-4%	2%	1.6%	-6%
COc1ccc(OC)c(/C=C(\NC(=O)c2ccccc2)C(=O)N/N=C/c2ccc(C)s2)c1	-10%	-3%	7%	i	-4%
Cc1ccc(S(=O)(=O)N(C)C)cc1NC(=O)c1cccnc1Oc1ccccc1	-19%	2%	-3%	0.3%	nt
Cc1ccc(OCc2n[nH]c(=S)n2-c2ccc(C)cc2)cc1	-12%	10%	7%	0.7%	2%
COc1ccc(C(=O)Nc2c(Cl)cc(Cl)cc2C(=O)N2CCC(C)CC2)cc1	13%	-1%	4%	2.2%	-1%
CCCCn1c(SCC(=O)/C(C#N)=C(\C)N)nc2ccccc2c1=O	-3%	-6%	2%	2.9%	-6%
O=C(O)c1ccccc1C1Nc2ccccc2C(=O)N1CCCN1CCOCC1 (stereo not given)	-7%	5%	-9%	0.6%	nt
Cc1cc(NC(=O)OC2CCCCC2)ccc1[N+](=O)[O-]	28%	1%	4%	1.4%	6%
CCOC(=O)Nc1ccc(S(=O)(=O)N2CCOCC2)cc1	0%	-13%	-7%	i	3%
CC1CC2=C(NC(=S)NC2c2ccc(F)cc2)/C(=C/c2ccc(F)cc2)C1 (stereo not given)	2%	-3%	-2%	i	16%
C/C=C(\C)C(=O)NCCN1C2=NC[C@@H](C)N2C[C@@H]1Cc1ccc(OC)cc1	8%	9%	-2%	0.0%	0%	VEEV TC-83 Vero 10K pilot screen=0.5
CCN(CC)S(=O)(=O)c1cc(NC(=O)C2=COCCO2)ccc1Cl	9%	-6%	-8%	2.9%	1%
Cc1cccc(N2Cc3ccc(Br)cc3C2)c1	28%	-5%	3%	2.5%	-16%
COCCNC(=O)Cc1c(C)c2c(cc(C)c3c(C(C)(C)C)coc32)oc1=O	27%	4%	15%	2.8%	1%
O=C(c1c[nH]c(C(=O)C(Cl)(Cl)Cl)c1)c1c(F)cccc1F	67%	-15%	-2%	0.4%	1%
COc1cc(OC)cc(C(=O)NCC(=O)OCC(=O)Nc2ccc(C)c(S(=O)(=O)N3CCOCC3)c2)c1	nt	nt	nt	1.0%	6%
CC1(C)CC(=O)C=C(Nc2ccc3c(c2)CCC3)C1	6%	-1%	2%	nt	nt

The final 2 entries of the part above lead into the next.
SMILES	tuberculosis growth	Salmonella PhoP GFP	H37Rv inhibition	VEEV TC-83 Vero	influenza NS1A	others
COc1cc(OC)cc(C(=O)NCC(=O)OCC(=O)Nc2ccc(C)c(S(=O)(=O)N3CCOCC3)c2)c1	nt	nt	nt	1.0%	6%
CC1(C)CC(=O)C=C(Nc2ccc3c(c2)CCC3)C1	6%	-1%	2%	nt	nt
Clc1cccc(Cl)c1Cn1nnc(N2CCCC2)n1	45%	-3%	-3%	0.9%	-1%
Cc1cc(C)c2oc(C(=O)Nc3ccc(S(=O)(=O)Nc4nccc(C)n4)cc3)cc(=O)c2c1	0%	-18%	5%	3.6%	-7%
CC1=C(C(=O)Nc2ccc(C)cc2)C(c2ccco2)NC(=O)N1 (stereo not given)	12%	-4%	-8%	2.0%	-7%
Cc1ccc(CNC(=O)COC(=O)C2CCN(S(=O)(=O)c3cccs3)CC2)cc1	-9%	9%	-7%	1.0%	-22%
COc1ccccc1NC(=O)NCc1ccco1	5%	6%	-2%	0.2%	-1%
CC[n+]1c(/C=C(\C)OC)sc2ccccc21	nt	nt	nt	1.5%	-3%
COc1ccc(C(C)=O)cc1CC(=O)NC1CCCCCC1	23%	10%	-8%	3.0%	10%
O=C(Cc1ccccc1[N+](=O)[O-])NCc1ccc2c(c1)OCO2	-13%	-6%	3%	1.3%	2%
CCCCCO	-9%	nt	-5%	0.1%	-2%
CCOC(=O)c1c(NC(=O)CCC(=O)N2CCOCC2)sc2c1CC(C)(C)OC2	6%	2%	-2%	4.2%	7%
CN(Cc1ccccc1)C(=O)c1cccc(NC(=O)Cc2ccc(NC(=O)C3CCCN(C(=O)C4CCCC4)C3)cc2)c1 (stereo not given)	nt	nt	nt	1.1%	-22%
COC(=O)C1=C(C(=O)c2ccccc2)C(c2ccc(OC)c(OC)c2)Nc2nnnn21 (stereo not given)	-6%	-10%	-5%	1.1%	7%
